# Screens from PubChem.
# NR1D1 modulator: modulators of Rev-erb alpha DNA binding, primary screen, biochemical, FITC-DNA, fluorescence polarization, uHTS. Rev-erbα–FITC-DNA binding, 90 min. hit rate 0.79% among 370,000. Nuclear receptor subfamily 1 group D member 1 (Homo sapiens), P20393. AID 1259318, 2017. activity, % at 10 µM;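 active = activity above about 14%, limit read from the data; passing the limit was not always enough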;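 also: 0% = DMSO wells with 35 nM protein and 100% = DMSO wells with 750 nM protein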
# Target sequence (P20393 whole entry, looked up): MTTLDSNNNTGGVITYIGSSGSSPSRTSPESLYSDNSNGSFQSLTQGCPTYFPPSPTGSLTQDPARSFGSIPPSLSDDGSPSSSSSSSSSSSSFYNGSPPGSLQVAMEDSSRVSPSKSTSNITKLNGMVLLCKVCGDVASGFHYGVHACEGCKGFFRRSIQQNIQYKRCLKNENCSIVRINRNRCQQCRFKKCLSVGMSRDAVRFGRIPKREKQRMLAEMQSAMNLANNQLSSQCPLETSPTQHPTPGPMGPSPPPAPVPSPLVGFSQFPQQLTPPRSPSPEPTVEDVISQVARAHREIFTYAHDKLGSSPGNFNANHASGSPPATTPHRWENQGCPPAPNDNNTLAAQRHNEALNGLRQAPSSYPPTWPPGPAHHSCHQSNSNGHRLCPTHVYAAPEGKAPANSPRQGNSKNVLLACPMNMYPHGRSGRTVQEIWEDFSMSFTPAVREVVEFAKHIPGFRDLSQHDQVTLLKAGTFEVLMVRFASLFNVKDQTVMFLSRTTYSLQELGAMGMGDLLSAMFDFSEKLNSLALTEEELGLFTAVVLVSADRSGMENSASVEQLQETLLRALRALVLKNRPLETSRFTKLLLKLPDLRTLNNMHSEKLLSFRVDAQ
# LEDGF integ inh: blockers of LEDGF/p75-dependent integrase strand transfer – biochemical, TR-FRET, high throughput, primary screen; TR-FRET IN-LEDGF/p75 DNA integration, Eu/Cy5; inhibition, % at 3.7 µM; hit rate 0.64% among 370,000; AID 743269, 2014;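 active = inhibition above the screen-wide mean plus 3 SD, cut at about 13% in these data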;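 also: signal is the Cy5 over europium emission ratio at 671 and 618 nm; 0% = plate median of compound wells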
# PRMT1 inh: PRMT1 methyltransferase inhibitors, primary screen, biochemical, fluorescence polarization; inhibition, % at 2.79 µM; Protein arginine N-methyltransferase 1 (Homo sapiens), Q99873; recombinant PRMT1, activity-based probe fluorescence polarization; AID 652257, 2013; hit rate 1.3% among 370,000;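 active = inhibition above about 21% made by adding two undisclosed values, limit read from the data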
# Target sequence (Q99873 whole entry, looked up): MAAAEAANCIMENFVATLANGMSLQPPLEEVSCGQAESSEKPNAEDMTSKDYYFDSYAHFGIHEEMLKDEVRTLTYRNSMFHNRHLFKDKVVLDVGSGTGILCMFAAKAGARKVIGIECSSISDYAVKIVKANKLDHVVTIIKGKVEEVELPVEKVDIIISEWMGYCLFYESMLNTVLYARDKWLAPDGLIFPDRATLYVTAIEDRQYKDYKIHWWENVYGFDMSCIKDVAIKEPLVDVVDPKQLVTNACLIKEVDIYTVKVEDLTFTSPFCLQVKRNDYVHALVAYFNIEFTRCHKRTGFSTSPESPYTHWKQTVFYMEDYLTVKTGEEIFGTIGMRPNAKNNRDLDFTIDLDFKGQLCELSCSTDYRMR
# TCR CD3 inh: inhibitors of human TCR-CD3 interaction, primary screen, biochemical, fluorescence, TAMRA-labeled TCR probe; T-cell receptor (TCR); inhibition, % at 9.4 µM; hit rate 0.37% among 360,000; in the data active = inhibition above about 19%;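 also: recombinant mutant TCR 2C K166C tagged with TAMRA read by polarization; 0% = receptor in buffer alone and 100% = receptor with positive control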
# MBD2 inh: inhibitors of MBD2 binding to methylated DNA, primary screen, biochemical, TR-FRET, DNA-binding domain, human | hit rate 0.31% among 370,000 | inhibition, % at 4.4 µM | AID 686964, 2013 | Methyl-CpG-binding domain protein 2 (Homo sapiens), Q9UBB5 | MBD2 binding to methylated oligonucleotide; in the data active = inhibition above about 13%
# ABHD4 inh: ABHD4 inhibitors, primary screen, biochemical, fluorescence polarization, mouse | (Lyso)-N-acylphosphatidylethanolamine lipase (Mus musculus), Q8VD66 | purified mABHD4, FP-Rh probe fluorescence polarization | inhibition, % at 8.92 µM | hit rate 0.54% among 370,000 | AID 720543, 2013;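 active = inhibition exceeding the mean over every tested compound plus 3 SD, cut at about 30% in these data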;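 also: 0% = plate median of compound wells and 100% = S159A mutant with DMSO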
#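 Material: mouse ABHD4 enzyme, wild type; Benchmarks: S159A mutant high control, sample median low control; Buffer or medium: HEPES pH 7.0, NaCl, Pluronic buffer; Signal: fluorescence polarization; Read-out: percent inhibition of probe binding, normalized to plate controls; Timing: pre-incubation 45 min, probe exposure 60 min, at 25 °C; Dosing: 8.92 µM, single dose.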
# rCAG binder: binders of r(CAG) RNA repeats, primary screen, biochemical, fluorescence. r(CAG) RNA repeat, TO-PRO-1 dye displacement fluorescence. inhibition, % at 3 µM. hit rate 1.3% among 370,000. AID 651821, 2012;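 active = inhibition above the plate cutoff, the mean of all test compounds on that plate plus 3 SD, cut at about 35% in these data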;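 also: 0% = DMSO alone and 100% = 100 µM mitoxantrone as full dye displacement; higher means more dye released from RNA so lower well fluorescence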
# HTRA1 inh: HTRA1 serine protease inhibitors, primary screen, biochemical, fluorescence polarization, HTS; Q92743; recombinant HTRA1, FP-rhodamine activity-based probe; inhibition, % at 5.96 µM; hit rate 0.5% among 340,000; in the data active = inhibition above about 36%;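 also: 0% = enzyme with DMSO and 100% = wells lacking enzyme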
# UHRF1 binding: UHRF1 methylated DNA binding inhibitors, primary screen, counter-screen for MBD2 inhibitor project, biochemical, TR-FRET, human UHRF1, single concentration. E3 ubiquitin-protein ligase UHRF1 (Homo sapiens), Q96T88. UHRF1 binding to methylated oligo. inhibition, % at 4.4 µM. hit rate 0.75% among 370,000; in the data active = inhibition above about 21%;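 also: UHRF1 SRA domain binding a hemimethylated CpG hairpin DNA probe; 0% = median of test compound wells and 100% = reference inhibitor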
# PG9 binder: binders of HIV-1 gp120 antibody PG9, primary screen, biochemical, TR-FRET. HIV-1 gp120 / PG9 antibody interaction. TR-FRET gp120-PG9 antibody binding. inhibition, % at 6.7 µM. hit rate 0.43% among 360,000. AID 624416, 2012; in the data active = inhibition above about 8.5%
# * hit, by the source's call; x = not tested or not shown; & = joins results of further samples. Only part of the results is shown; count on the stated rates, not on these rows.
SMILES,NR1D1 modulator,LEDGF integ inh,PRMT1 inh,TCR CD3 inh,MBD2 inh,ABHD4 inh,rCAG binder,HTRA1 inh,UHRF1 binding,PG9 binder
Cc1occc1-c1nnc(SCC(N)=O)n1Cc1ccccc1,-2,3,-1,0,-5,6,3,-1,1,-1.9
O=C(Nc1ccccc1)OCCCc1ccccc1,1,3,-1,0,2,-16,4,-10,3,-1.1
O=C1OC(C(=O)Nc2ccccc2)Cc2ccccc21 (stereo unspecified),1,-4,6,-5,-2,-1,-2,9,1,-3.2
COc1ccccc1C(=O)Nc1ccc(C(=O)Nc2ccccc2C(=O)O)cc1,2,2,5,-2,8,-21,42*,-24,1,0.0
COc1ccc(-c2nc(CS(=O)CC(=O)NCCCN3CC(C)CC(C)C3)c(C)o2)cc1OC (stereo unspecified),4,4,0,9,5,-7,-3,3,4,-1.7
COc1ccccc1/C=C/CN1CCN(Cc2ccc(F)cc2)C(CCO)C1 (stereo unspecified),1,-4,2,-2,2,2,-7,3,-2,0.1
O=[N+]([O-])c1ccc(CN2CC(N3CCN(CC4CC4)CC3)CS2(=O)=O)cc1 (stereo unspecified),6,-2,2,0,1,-1,0,3,3,-2.5
COC(=O)c1[nH]c2ccc(Cl)cc2c1NC(=O)CCN1CCN(C2CCCCC2)CC1,5,1,-3,-4,0,1,-5,-5,-1,-0.2
CCN(CC)CCNC(=O)C(=O)Nc1ccc2c(c1)N(S(=O)(=O)c1cccs1)CCC2,1,4,-3,3,-5,0,-6,-2,-4,0.4
COc1ccc(NC(=O)c2ncn[nH]2)cc1,-1,-3,3,-3,5,-2,1,-1,-1,-0.5
NS(=O)(=O)c1ccc(CNC(=O)CNC(=O)Cc2ccccc2)cc1,2,-4,1,3,-2,7,3,0,3,-0.8
Cc1cc([N+](=O)[O-])c2ccccc2c1NS(=O)(=O)c1ccccc1,-2,1,0,-3,2,8,10,-3,-2,1.3
O=C(N/N=C/c1cc(Br)cc(Br)c1O)c1ccncc1,0,-2,8,1,-1,12,-22,x,-5,-2.5
Cc1ccc(NC(=O)C2(C)CCN2C(=O)Cc2ccccc2)cc1C (stereo unspecified),0,3,0,4,-1,-1,-2,x,4,-1.4
COc1cccc(-c2nn3c(-c4ccco4)nnc3s2)c1,4,0,11,-5,-3,-4,8,-6,-8,-0.2

# Eleven structures already listed, ordered by length of the SMILES, highest first.
SMILES,NR1D1 modulator,LEDGF integ inh,PRMT1 inh,TCR CD3 inh,MBD2 inh,ABHD4 inh,rCAG binder,HTRA1 inh,UHRF1 binding,PG9 binder
COc1ccc(-c2nc(CS(=O)CC(=O)NCCCN3CC(C)CC(C)C3)c(C)o2)cc1OC (stereo unspecified),4,4,0,9,5,-7,-3,3,4,-1.7
CCN(CC)CCNC(=O)C(=O)Nc1ccc2c(c1)N(S(=O)(=O)c1cccs1)CCC2,1,4,-3,3,-5,0,-6,-2,-4,0.4
O=[N+]([O-])c1ccc(CN2CC(N3CCN(CC4CC4)CC3)CS2(=O)=O)cc1 (stereo unspecified),6,-2,2,0,1,-1,0,3,3,-2.5
COC(=O)c1[nH]c2ccc(Cl)cc2c1NC(=O)CCN1CCN(C2CCCCC2)CC1,5,1,-3,-4,0,1,-5,-5,-1,-0.2
Cc1cc([N+](=O)[O-])c2ccccc2c1NS(=O)(=O)c1ccccc1,-2,1,0,-3,2,8,10,-3,-2,1.3
COc1ccccc1C(=O)Nc1ccc(C(=O)Nc2ccccc2C(=O)O)cc1,2,2,5,-2,8,-21,42*,-24,1,0.0
NS(=O)(=O)c1ccc(CNC(=O)CNC(=O)Cc2ccccc2)cc1,2,-4,1,3,-2,7,3,0,3,-0.8
Cc1ccc(NC(=O)C2(C)CCN2C(=O)Cc2ccccc2)cc1C (stereo unspecified),0,3,0,4,-1,-1,-2,x,4,-1.4
Cc1occc1-c1nnc(SCC(N)=O)n1Cc1ccccc1,-2,3,-1,0,-5,6,3,-1,1,-1.9
O=C1OC(C(=O)Nc2ccccc2)Cc2ccccc21 (stereo unspecified),1,-4,6,-5,-2,-1,-2,9,1,-3.2
O=C(Nc1ccccc1)OCCCc1ccccc1,1,3,-1,0,2,-16,4,-10,3,-1.1

# Next section
SMILES,NR1D1 modulator,LEDGF integ inh,PRMT1 inh,TCR CD3 inh,MBD2 inh,ABHD4 inh,rCAG binder,HTRA1 inh,UHRF1 binding,PG9 binder
Cc1ccc(NC(=O)COC(=O)Cn2c(C)csc2=O)cc1S(=O)(=O)N1CCOCC1,2,5,-1,-2,4,8,3,4,18,1.3
CC1=CC2=NC(=O)/C(=C\c3cc(C)n(-c4ccccc4)c3C)C(=N)N2O1,13,-4,3,-4,-1,0,-2,-5,4,1.3
CC(=O)N1CCC(C(=O)N2CCN(S(=O)(=O)c3cccs3)CC2)CC1,0,-1,1,3,-2,5,-1,5,-2,0.4
CCOc1ccc2[nH]c(=O)c(CN(CCN3CCCC3)C(=S)Nc3ccccc3OCC)cc2c1,2,4,-3,7,-1,1,-4,-12,0,-1.9
CCc1c(O)nc(SCC(=O)c2ccccc2)n(-c2ccccc2)c1=O,0,4,24*,2,2,0,4,8,2,0.2
COCCCNC(=S)NNC(=S)NCCCOC,-1,0,4,2,5,-9,-1,x,3,0.2
Cc1cc(S(=O)(=O)Nc2c(C)ccc3nsnc23)ccc1F,1,0,-2,7,0,-4,1,-2,-4,1.2
CC(=O)N1CCc2cc(Br)cc(S(=O)(=O)N3CCCCC3)c21,-3,-2,-4,-6,0,5,-2,2,1,-2.1
Cc1cccc(NC(=O)N2CCCC2C(=O)Nc2ccccc2)c1 (stereo unspecified),0,4,-3,-14,1,-2,0,4,1,0.8
Cc1nc2cc(Cc3ccccc3)ccc2o1,-5,-2,0,0,-5,9,2,-3,-3,-0.1
CC(=O)Nc1ccc(S(=O)(=O)Nc2nc3ccccc3nc2N2CCCC2)cc1,4,0,-2,11,0,5,2,6,-2,-1.3
O=C(COC(=O)CCc1nc2ccccc2s1)Nc1ccc(S(=O)(=O)N2CCOCC2)cc1,1,0,1,6,-7,-7,2,1,-1,-0.2
CCOc1ccc(C(C(=O)NC2CCCCC2)N(C(=O)c2ccco2)c2ccc(-n3cnnn3)c(C)c2)cc1 (stereo unspecified),-4,3,3,-2,3,1,2,-6,0,1.1
CCCCC(CC)COC(=O)c1ccc(N(C)C)cc1 (stereo unspecified),-2&6,-2,-1,8,-8,1,0,4,2,-0.2
CC(C)CCN=Cc1c(O)n(-c2ccccc2)c(=O)c2ccccc12,2,-1,-1,5,-2,6,-3,-23,-4,-2.6
Cn1c(NC(=O)c2ccco2)cc(=O)n(C)c1=O,0,24*,2,5,-4,-6,1,1,-3,0.6
CC1CCN(C(=S)c2ccc(-c3ccc(Cl)cc3Cl)o2)CC1,-2,-3,32*,-7,4,-1,2,-16,4,-2.0
Cc1noc(C)c1C(=O)N1CCC(Cc2ccccc2)CC1,5,2,-2,4,-3,3,-6,-5,-1,-0.8
CCCCN(C(=O)COc1ccc(F)cc1)c1c(N)n(CC(C)C)c(=O)[nH]c1=O,-2,0,-10,3,-4,1,3,-2,-1,0.7
Cc1cc(C)nc(SCc2nnc(SCC(=O)Nc3ccc(C)c(C)c3)n2Cc2ccco2)n1,-4,5,7,-4,7,-17,-4,-11,5,1.6
CC(N=C1NS(=O)(=O)c2ccccc21)C(=O)Nc1ccc(F)cc1Cl (stereo unspecified),-4,-3,1,-1,-1,-1,5,0,4,-1.6
CCCNC(=O)C1(C)CCCN(Cc2ccc(C(=O)OCC)o2)C1 (stereo unspecified),-1,-1,-2,3,1,1,-3,x,-1,-0.9
COC(=O)[C@]12C[C@H](CC(=O)N3CCN(C(=O)c4ccco4)CC3)C(=O)N(Cc3cccc4ccccc34)C1=C[C@H](COCc1ccccc1)O[C@@H]2C,-5,-2,4,x,-4,-3,13,x,-3,x
COc1cc(C(=S)N2CCCCC2)ccc1OCC(=O)Nc1ccccc1Cl,-2,-1,4,8,-3,-4,-3,-4,-1,0.2
COc1ccc(-c2nc(CCl)cs2)cc1,-4,9,0,-2,0,-3,5,-10,3,-1.6
CCOc1ccc(C2C(C#N)=C(N)SC(N)=C2C#N)c(OCC)c1,-3,6,11,-4,-5,-5,16,-16,-1,0.7
CCOC(=O)[C@]12CCCC=C1N(Cc1ccc(Cl)cc1Cl)C(=O)[C@H](CC(=O)N1CCOCC1)C2,3,7,-3,-2,-6,-14,2,x,-1,1.2
CN(NC(=O)c1ccc(Cl)cc1)c1cccc(Cl)n1,-3,0,-1,-3,6,4,-2,2,0,1.8
C=CCOc1ccccc1CN(CCc1ccccc1)C(=O)c1cccc(S(C)(=O)=O)c1,2,-2,-1,-2,-3,-5,-1,-18,-2,-0.6
CC1CCCCN1Cc1c(C#N)c2ccccc2n1C (stereo unspecified),-1,0,-2,4,5,-2,-2,-10,-3,0.8
Cc1ccc(NC(=O)c2ccc(S(=O)(=O)N3CCC(C)CC3)cc2)cc1,0,0,-2,4,3,-4,0,-12,-4,0.1
CS(=O)(=O)Nc1ccc(C(=O)N2CCCCC2)cc1,-2,0,-2,-2,8,1,1,10,4,2.1
COc1cccc(NC(=O)c2cc([N+](=O)[O-])ccc2NC(=O)CNCC2CCCO2)c1 (stereo unspecified),3,3,0,-2,2,4,-1,-12,3,-2.1
C[C@H]1NS(=O)(=O)c2cc(Cl)ccc2O[C@@H]1c1ccccc1,6,-1,-2,5,1,-5,-1,-4,-4,0.4
NC(=O)C1=CN(Cc2ccc(Cl)cc2)CCC1C(F)(F)F (stereo unspecified),-11,-4,0,-5,0,2,-2,11,-1,-1.3
CC1=C(C(=O)N(C(C)C)C(C)C)CC(CC(=O)NCC2CCCCC2)C(=O)N1Cc1ccccc1 (stereo unspecified),1,3,-5,4,-2,3,0,x,1,-1.3
O=C(CN1CCC(NC(=O)c2ccco2)CC1)Nc1ccccc1C(F)(F)F,-4,0,-1,1,-4,5,-1,2,-2,-0.7
